# KCNQ1 pot: potentiators or activators of KCNQ1 channel, primary screen, cell-based, thallium flux, high-throughput | Potassium voltage-gated channel subfamily KQT member 1 (Homo sapiens), P51787 | CHO-K1 KCNQ1, thallium flux FluxOR fluorescence; hits give high values | B-score at 10 µM | 310,000 compounds, 0.35% hits | AID 2648, 2010;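 active = fluorescence ratio B-score, a plate-corrected score, at least three library SD, with initial intensity B-score within 5 SD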
#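 Schedule – 37 °C overnight plating, 90-min dark dye load, 20-min compound pretreatment · System – stable KCNQ1 CHO-K1 line · Probe or stimulus – thallium- and potassium-containing depolarizing buffer · Measured by – kinetic FluxOR fluorescence, 10 s baseline plus 110 s post-stimulus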
# RGS4 act: RGS4 potentiators or activators, primary screen, cell-based, HEK293 M3R inducible RGS4, calcium flux; AID 463111, 2010; 310,000 compounds, 0.92% hits; carbachol calcium flux Fluo4; hits give low values; B-score at 10 µM;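 active = B-score of the integrated calcium signal more than 4 SD below the library mean, with starting fluorescence not abnormally high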;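 note: negative B-score means reduced calcium response which marks RGS4 activation or potentiation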
#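 test system = M3R-expressing HEK293 line, RGS4 induced by doxycycline | probe or stimulus = carbachol at ECmax as muscarinic agonist stimulus | timing = dye loading 30 min 37 °C, buffer rest 30 min RT | signal = calcium dye Fluo4 fluorescence | evaluation = B score from integrated fluorescence ratio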
# SKKanGAS inh: S. pyogenes SKKanGAS growth inhibitors in kanamycin, primary screen, streptokinase expression inhibitor project, SKKanGAS strain, BacTiter-Glo luminescence | 6 h | inhibition, % at 7.5 µM | 300,000 compounds, 1.3% hits | AID 1662, 2009;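 active = mean replicate score, as percent of positive control median, at least 50; inconclusive = mean below 50 but one replicate at or above 50; inactive = mean and every replicate below 50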;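 note: strain carries kanamycin resistance gene driven by streptokinase promoter and grows in 40 µg/ml kanamycin; loss of luminescence reflects streptokinase promoter inhibition or plain growth inhibition; 0% = median of DMSO wells and 100% = positive control at its reference dose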
# RGS4 inh: RGS4 inhibitors, primary screen, cell-based, HEK293 M3R inducible RGS4, calcium flux; Fluo-4 calcium flux; hits give high values; triggered by carbachol at its EC20; B-score at 10 µM; 310,000 compounds, 0.45% hits;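 active = B-score, a plate-corrected calcium signal, over three deviations above library mean, with baseline fluorescence within five deviations of library mean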;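 note: RGS4 expression induced by doxycycline in cells with stable M3 receptor; B-score is computed from the integrated fluorescence ratio over baseline after carbachol; higher B-score means a larger calcium signal and so more RGS4 inhibition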
# Target sequence (P49798 whole entry, looked up): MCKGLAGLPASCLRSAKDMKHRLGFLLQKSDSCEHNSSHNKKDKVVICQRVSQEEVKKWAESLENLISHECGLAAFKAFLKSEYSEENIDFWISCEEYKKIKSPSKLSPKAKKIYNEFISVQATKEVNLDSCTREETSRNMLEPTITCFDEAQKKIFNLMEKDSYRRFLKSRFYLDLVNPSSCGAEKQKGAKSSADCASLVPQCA
# ANO1 activ: TMEM16A chloride channel activators or potentiators, primary screen, cell-based, HTS | Anoctamin-1 (Mus musculus), Q8BHY3 | HEK293 TMEM16A/YFP-H148Q/I152L, iodide quench fluorescence; hits give low values | B-score at 10 µM | 340,000 compounds, 0.3% hits | AID 623877, 2012;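 active = fluorescence-ratio B-score plate-corrected deviation score at least 3 library SD below zero, with starting fluorescence score within 5 deviations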;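 note: channel opened by trigger with iodide after compound preincubation; score built on the fluorescence ratio of max minus min over baseline; more negative score means more quench and so TMEM16A activation or potentiation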
# KCNQ1 block: inhibitors of human KCNQ1 channel, primary screen, cell-based, thallium flux, high-throughput; Potassium voltage-gated channel subfamily KQT member 1 (Homo sapiens), P51787; CHO-K1 KCNQ1, FluxOR thallium flux fluorescence; hits give high values; B-score at 10 µM; 310,000 compounds, 1.3% hits; AID 2642, 2010;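 active = compounds whose thallium flux B-score, printed positive for inhibition, exceeds three library SD while starting fluorescence stays within three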;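 note: channel opened by potassium depolarization with thallium stimulus after 20 min compound exposure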
# KCNK3 block: human KCNK3 channel inhibitors, primary screen, CHO cells, FluxOR thallium flux, B-score; Potassium channel subfamily K member 3 (Homo sapiens), O14649; FluxOR fluorescence; hits give low values; B-score at 10 µM; 340,000 compounds, 0.84% hits;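 active = B-score under library mean minus 4 SD, starting fluorescence ratio at most library mean plus 5 SD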;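 note: more negative B-score means stronger inhibition of thallium flux through KCNK3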
# KCNK9 block: KCNK9 potassium channel inhibitors, primary screen, HEK293 cells, thallium flux; Potassium channel subfamily K member 9 (Homo sapiens), Q9NPC2; FluxOR thallium flux fluorescence; hits give low values; B-score at 10 µM; 310,000 compounds, 1.2% hits; AID 488922, 2010;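 active = ratio B-score over 3 SD below the library mean, with starting fluorescence within 5 SD of its mean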;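 note: negative B-score means less thallium flux so channel inhibition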
# Target sequence (Q9NPC2 whole entry, looked up): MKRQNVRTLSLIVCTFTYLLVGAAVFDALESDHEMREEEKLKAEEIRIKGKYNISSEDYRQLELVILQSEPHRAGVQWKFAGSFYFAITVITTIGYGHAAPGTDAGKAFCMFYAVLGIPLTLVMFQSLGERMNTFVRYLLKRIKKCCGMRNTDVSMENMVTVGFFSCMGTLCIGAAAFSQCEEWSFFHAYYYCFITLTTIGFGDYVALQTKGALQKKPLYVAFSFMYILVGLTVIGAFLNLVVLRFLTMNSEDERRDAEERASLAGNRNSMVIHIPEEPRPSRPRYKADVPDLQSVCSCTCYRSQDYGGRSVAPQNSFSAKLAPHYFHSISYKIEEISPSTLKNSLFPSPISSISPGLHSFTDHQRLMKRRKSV
# TMEM16A inh: TMEM16A chloride channel inhibitors, primary screen, cell-based, HTS | Anoctamin-1 (Mus musculus), Q8BHY3 | HEK293 TMEM16A/YFP iodide influx fluorescence, ionomycin | normalized B-score (activity score, 25-100; higher = stronger inhibition) at 10 µM | 310,000 compounds, 1.2% hits | AID 588511, 2011;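 active = ratio plate-corrected score three or more library SD toward inhibition, starting fluorescence score within five deviations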;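 note: score derived from kinetic fluorescence span divided by baseline fluorescence per well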
# HDAC3 inhib: HDAC3 deacetylase inhibitors, primary screen, biochemical, fluorescence, cell-free homogeneous | AID 2718, 2010 | 320,000 compounds, 0.15% hits | recombinant HDAC3, fluorogenic peptide/trypsin coupled | inhibition, % at 8.3 µM; in the data active = inhibition above about 26%, passing the limit was not always enough; inconclusive = no clear call, values can overlap the other calls
# Target sequence (O15379 whole entry, looked up): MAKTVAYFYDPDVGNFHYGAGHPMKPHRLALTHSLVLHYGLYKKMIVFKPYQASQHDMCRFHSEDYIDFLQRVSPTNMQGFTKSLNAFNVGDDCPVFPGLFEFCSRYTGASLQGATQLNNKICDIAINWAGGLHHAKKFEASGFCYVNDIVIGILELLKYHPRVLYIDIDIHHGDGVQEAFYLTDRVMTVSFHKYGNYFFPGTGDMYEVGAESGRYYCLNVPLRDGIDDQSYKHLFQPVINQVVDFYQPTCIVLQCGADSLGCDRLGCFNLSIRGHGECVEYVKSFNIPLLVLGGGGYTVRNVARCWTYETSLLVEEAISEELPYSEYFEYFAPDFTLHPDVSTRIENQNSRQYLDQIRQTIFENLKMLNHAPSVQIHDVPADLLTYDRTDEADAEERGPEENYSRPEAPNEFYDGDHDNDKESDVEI
# hERG rescue: hERG rescue from dofetilide block, primary screen, cell-based, CHO-hERG, FluxOR thallium flux, dofetilide IC70; activation (rescue from dofetilide block), less the hit threshold, % at 10 µM; Voltage-gated inwardly rectifying potassium channel KCNH2 (Homo sapiens), Q12809; 310,000 compounds, 0.51% hits; dofetilide IC70 present;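 active = activation above the mean of controls blocked by dofetilide plus 5 SD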;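 note: thallium influx through hERG after potassium depolarization seen as dye fluorescence rise; in these data hits start at about 4.7%; inactives centre near -7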
# Starred values were filed as active, the others as inactive; i = inactive; ? = inconclusive; nt = not tested or not shown.
mol	KCNQ1 pot	RGS4 act	SKKanGAS inh	RGS4 inh	ANO1 activ	KCNQ1 block	KCNK3 block	KCNK9 block	TMEM16A inh	HDAC3 inhib	hERG rescue
Nc1cccnc1-n1nc(C(F)(F)F)cc1C(F)(F)F	i	i	-2	i	i	i	i	i	i	-5	-7
O=C(O)CN(c1ccccn1)S(=O)(=O)c1ccc(Cl)cc1	i	i	15	i	nt	i	i	i	i	-8	-4
CCOC(=O)c1oc2ccccc2c1NC(=O)c1ccco1	i	i	0	i	i	i	i	i	i	-2	-9
COc1ccc(Oc2cn[nH]c2-c2ccc(OC)cc2O)cc1	i	i	14	i	i	i	i	i	i	3	-13
CCOc1ncccc1C(=O)OCc1c(F)cccc1Cl	i	i	17	i	i	i	i	i	i	2	-16
CN(CC(=O)Nc1cccc(F)c1)C(=O)c1ccccc1Cc1ccccc1	i	i	2	i	i	i	i	i	i	3	-14
O=C(CSc1ccc(-c2ccccn2)nn1)N1CCCCC1	i	i	1	i	i	i	i	i	i	1	-9
C/C(Cc1ccccc1)=N\NC(=O)c1cccnc1	i	i	1	i	i	i	i	i	i	-7	0
CCc1ccc(OC(=O)c2cccnc2)cc1	i	i	-1	i	i	i	i	i	i	5	-4
CCc1c(C2(O)CCCCC2)[nH]c2cc(C(F)(F)F)ccc12	i	i	34	i	i	i	i	i	100*	?	-11
COc1ccc(CNc2ncc(-c3ccccc3)n2C)cc1	i	i	3	i	i	i	i	i	i	-4	-2
COC(=O)CCC(=O)Nc1sc(Cc2ccccc2)c(C)c1C(N)=O	i	i	-6	i	i	i	i	i	i	1	1
CC(OC(=O)c1cccc(NS(C)(=O)=O)c1)C(=O)Nc1ccc(N2CCOCC2)cc1 (configuration not stated)	i	i	2	i	i	i	i	i	i	2	-6
CCn1cc(CN2CCCC(C(=O)Nc3ccc(-c4cscn4)cc3)C2)cn1 (configuration not stated)	i	i	1	i	i	i	i	i	i	2	-9
CCOC(=O)N1CCN(C(=O)COc2cccc3c2CCN(Cc2ccccc2C)C3=O)CC1	i	i	5	i	i	i	i	i	i	-2	-10
Cc1ccc2nc3c(cc(C#N)c(=N)n3Cc3cccnc3)c(=O)n2c1	i	i	0	i	nt	i	nt	i	i	0	-10
COc1ccc(OCCOCCN2CCc3ccccc3C2)cc1	i	i	4	i	i	i	i	i	i	-3	-13
CCOc1ccc(NC(=O)C/C(N)=N/O)cc1	i	i	-3	i	i	i	i	i	i	0	-5
CCC(C)NC(=O)CCn1c(=O)c2cccn2c2ccc(F)cc21 (configuration not stated)	i	i	3	i	i	i	i	i	i	7	-4
O=C(NCc1ccccc1)C(c1cccnc1)N(Cc1ccco1)C(=O)c1ccccn1 (configuration not stated)	i	i	0	i	i	i	i	i	i	-1	-15
CCOc1ccc2nc(SCC(=O)NC(=O)NCc3ccco3)[nH]c2c1	i	i	-10	i	i	i	i	i	i	1	-11
Cc1ccc([N+](=O)[O-])c(OCCCN2CCCCCC2)c1	i	i	-22	i	i	i	i	i	i	-1	-1
CCc1nc2ccc(C(=O)N3CCN(c4cccc(C(F)(F)F)c4)CC3)cc2nc1CC	i	i	19	i	i	i	i	i	i	3	-8
Cc1ccccc1-n1ncc(C(C)NC(=O)c2ccco2)c1C (configuration not stated)	i	i	-9	i	i	i	i	i	i	3	-5
COc1ccccc1N1CCN(/N=C/c2cccc(OC)c2OC)CC1	i	i	0	i	i	i	i	i	i	2	-2
CC(=O)Oc1ccc(/C=C(\NC(=O)c2ccco2)C(=O)Nc2ccc(C(C)=O)cc2)cc1	i	i	-3	i	i	i	i	i	i	3	-7
O=C(c1cnc2ccccn2c1=O)N1CCCc2ccccc21	i	i	-4	i	i	i	i	i	i	-4	-10
CN(C)Cc1c(C(=O)N/N=C/CCc2ccccc2)nnn1-c1nonc1N	i	i	5	i	i	i	i	i	i	3	0
Cc1ccc(NC(=O)c2oc3ccccc3c2C)c([N+](=O)[O-])c1	i	i	-7	i	i	i	i	i	i	-1	-3
COC(=O)c1ccc(CNC(=O)C2CCC(=O)N(CCc3ccccc3)C2)cc1 (configuration not stated)	i	i	-2	i	i	i	i	i	i	3	-9
NCC(c1ccccc1)c1c[nH]c2ccccc12 (configuration not stated)	i	i	-1	i	i	i	i	i	i	11	-11
COc1ccc(NC(=O)CSC2=NN3CCCC(=O)N=C3S2)c(OC)c1	i	i	-3	i	i	i	i	i	i	-2	-12
O=C1c2cc(S(=O)(=O)N(CCO)CCO)ccc2-c2ccc(S(=O)(=O)N(CCO)CCO)cc21	i	i	-3	i	i	i	i	i	i	-8	-5
CCc1nnc(NC(=O)c2ccc(-c3ccccc3F)o2)s1	i	i	-2	i	i	i	i	i	i	10	-6
Cc1cc(C(=O)NC(C)C2CC2)c(Cl)cc1Cl (configuration not stated)	i	i	8	i	i	i	i	i	i	3	-7
COc1ccc(C(=O)COC(=O)C2CCCN2C(=O)C23CC4CC(CC(C4)C2)C3)cc1 (configuration not stated)	i	i	nt	i	i	i	i	i	i	?	-5
N/C(=N\OC(=O)c1ccc2ccccc2c1)c1ccncc1	i	i	-17	i	i	i	i	i	i	1	-8
Cc1ccn(CCC(=O)N2c3ccccc3CC2C)n1 (configuration not stated)	i	i	5	i	i	i	i	i	i	-10	-4
CCOC(=O)C1CCCN(C(=O)CN(c2ccc(OC)cc2)S(=O)(=O)c2c(C)noc2C)C1 (configuration not stated)	i	i	1	i	i	i	i	i	i	9	-3
CCc1ccccc1N(CC(=O)N1CCN(c2ccccc2F)CC1)S(C)(=O)=O	i	i	6	i	i	i	i	i	i	3	-17
NS(=O)(=O)c1ccc(S(=O)(=O)N(CCc2ccccc2)Cc2ccccn2)cc1	i	i	4	i	i	i	i	i	i	-2	-3
Cn1c(=O)cc(OCC(=O)NCCCN2CCN(c3ccccc3F)CC2)c2ccccc21	i	i	-9	i	i	i	i	i	i	3	-18
COc1ccc(-n2nc(C(=O)NCC(=O)N3CCN(C)CC3)c3ccccc3c2=O)cc1OC	i	i	-4	i	i	i	i	i	i	-5	-3
CC1CCCCN1CCNC(=O)c1ccc2c(=O)n(CCc3ccccc3)c(=O)[nH]c2c1 (configuration not stated)	i	i	0	i	i	i	i	i	i	7	-10
CCCOn1c(OCC(C)C)nc2ccccc2c1=O	i	i	0	i	i	i	i	i	i	6	-3
COc1ccccc1C(=O)Nc1cccc(NC(=O)c2ccccc2C)c1	i	i	-1	i	i	i	-12*	-9.1*	i	-1	-15
CCC1OC(c2ccc([N+](=O)[O-])cc2)=Nc2ccccc21 (configuration not stated)	i	i	4	i	i	i	i	i	i	2	-15
O=C(CSc1ncnc2nc[nH]c12)N1CCN(c2ccccc2)CC1	i	i	11	i	i	i	i	i	i	3	-13

# A second format for two compounds above:
Cn1c(=O)cc(OCC(=O)NCCCN2CCN(c3ccccc3F)CC2)c2ccccc21
  KCNQ1 pot: i | RGS4 act: i | SKKanGAS inh: -9 | RGS4 inh: i | ANO1 activ: i | KCNQ1 block: i | KCNK3 block: i | KCNK9 block: i | TMEM16A inh: i | HDAC3 inhib: 3 | hERG rescue: -18

COc1ccc(-n2nc(C(=O)NCC(=O)N3CCN(C)CC3)c3ccccc3c2=O)cc1OC
  KCNQ1 pot: i | RGS4 act: i | SKKanGAS inh: -4 | RGS4 inh: i | ANO1 activ: i | KCNQ1 block: i | KCNK3 block: i | KCNK9 block: i | TMEM16A inh: i | HDAC3 inhib: -5 | hERG rescue: -3

# (further entries)
mol	KCNQ1 pot	RGS4 act	SKKanGAS inh	RGS4 inh	ANO1 activ	KCNQ1 block	KCNK3 block	KCNK9 block	TMEM16A inh	HDAC3 inhib	hERG rescue
Oc1ccc2ccccc2c1CNc1ccccn1	i	i	6	i	i	i	i	i	i	3	-6
CCOc1ccc(NC(=S)N2CCC(NC(=O)c3ccco3)CC2)cc1	i	i	-1	i	i	i	i	i	i	3	-1
Cc1c(-c2ccccc2)nc(N)c(C#N)c1-c1ccco1	i	i	nt	i	i	i	i	i	i	2	-9
Cc1ccc(OCC(=O)O)c(-n2nc3ccccc3n2)c1	i	i	-2	i	i	i	i	i	i	-7	-6
COc1ccccc1OCCCOc1c(C)cc(C)cc1Br	i	i	22	i	i	i	i	i	i	0	0
CN(C)/C(=N\O)c1c(Cl)cccc1Cl	i	i	-1	i	i	i	i	i	i	nt	-7
CNC(=O)c1ccc(NC(=O)/C=C/c2cccc(F)c2)cc1	i	i	-3	i	i	i	i	i	i	2	-18
C[N+]1(CC(=O)NNc2c3ccccc3nc3ccccc23)CCOCC1	i	i	0	i	nt	i	nt	i	i	3	-1
Clc1ccccc1Cn1nnc2ccccc21	i	i	2	i	i	i	i	i	i	4	-3
Cc1ccc(-c2nnc3c4ccccc4c(C)nn23)cc1S(=O)(=O)N1CCN(CCO)CC1	i	i	3	i	i	i	i	i	i	-7	-13
Cc1ccc(S(=O)(=O)Nc2ccc(Cl)cn2)cc1C	i	i	1	i	i	i	i	i	i	-13	-3
CC12CCC(=O)N1C(C(=O)NNC(=O)c1ccccc1)CS2 (configuration not stated)	i	i	-11	i	i	i	i	i	i	0	-7
COc1ccc(C2CC(=O)c3cnc(N)nc3C2)c(OC)c1 (configuration not stated)	i	i	5	i	i	i	i	i	nt	nt	-4
O=C(NCc1ccco1)c1ccc(Cn2c(=O)c3sccc3n(Cc3cccc(F)c3)c2=O)cc1	i	i	9	i	i	i	i	i	i	2	-4

# Bioassay records deposited in PubChem by several laboratories.
